# FUS suppressor – suppressors of FUS proteinopathy in yeast | 390,000 compounds, 0.24% hits | Potency, µM (highest dose often 76.6 µM), for the others: at the top dose growth rescue (activation), usual class: activators | S. cerevisiae FUS-expressing, growth rescue, OD600, 24 h | AID 1347120;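 note: potency is the fitted concentration of half-maximal effect; plate controls were DMSO vehicle for no effect and reference control for full effect; nearly all actives have a fitted effect of over 55% in size; some results filed as inactive show a strong effect at the top dose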
#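 S. cerevisiae expressing FUS from galactose induction served as the toxicity model. Growth after 24hr at 30C, read as absorbance at 600 nm, indicates suppression of toxicity; compounds dosed at several concentrations.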
# aSyn rescue – alpha-synuclein toxicity inhibition in yeast; Yeast expressing alpha-synuclein, growth rescue, BacTiter-Glo, 24 h; Potency, µM (series often up to 46.1 µM), for inactives: at the top dose growth rescue (activation), hits mostly activators; 370,000 compounds, 0.14% hits; note: potency is the fitted concentration of half-maximal effect; % of control where 0% means no effect; nearly all actives have a fitted effect of over 65% in size
#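 Screening used galactose-induced yeast with toxic alpha-synuclein levels, exposed to compound for 24 hr at 30 deg C. Cell growth, read with BacTiter-Glo luminescence, gave the measured signal.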
# WRN inhibitor – WRN helicase (human) inhibition; Q14191; WRN helicase unwinding, fluorescent forked duplex, kinetic; Potency, µM (doses to about 114 µM), without a hit: at the top dose activity change, negative = inhibition, hits mostly inhibitors; 360,000 compounds, 0.46% hits; AID 651768; note: potency is the fitted concentration of half-maximal effect; % is set by controls: 0 for no effect and ±100 for the full control effect; nearly all actives have a fitted effect of over 55% in size
#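 Kinetic red-fluorescence monitoring (525/598 nm) tracks WRN helicase activity after 100 nM fluorophore-quencher forked duplex and 2 mM ATP are added to 20 nM enzyme pretreated 15 min at room temperature with compound.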
# PLK1 PBD inh – inhibitors of human PLK1 polo-box domain binding; Potency, µM, for inactives: max response, negative = inhibition, usual class: inhibitors; Plk1 PBD binding of FITC phosphopeptide, fluorescence polarization; P53350; AID 720504; 360,000 compounds, 2.8% hits; note: potency is the fitted concentration of half-maximal effect; series mostly up to about 57 µM; % is set by controls: 0 for no effect and ±100 for the full control effect; nearly all actives have a fitted effect of over 65% in size
# Target sequence (P53350 whole entry, looked up, the tested form may be a part): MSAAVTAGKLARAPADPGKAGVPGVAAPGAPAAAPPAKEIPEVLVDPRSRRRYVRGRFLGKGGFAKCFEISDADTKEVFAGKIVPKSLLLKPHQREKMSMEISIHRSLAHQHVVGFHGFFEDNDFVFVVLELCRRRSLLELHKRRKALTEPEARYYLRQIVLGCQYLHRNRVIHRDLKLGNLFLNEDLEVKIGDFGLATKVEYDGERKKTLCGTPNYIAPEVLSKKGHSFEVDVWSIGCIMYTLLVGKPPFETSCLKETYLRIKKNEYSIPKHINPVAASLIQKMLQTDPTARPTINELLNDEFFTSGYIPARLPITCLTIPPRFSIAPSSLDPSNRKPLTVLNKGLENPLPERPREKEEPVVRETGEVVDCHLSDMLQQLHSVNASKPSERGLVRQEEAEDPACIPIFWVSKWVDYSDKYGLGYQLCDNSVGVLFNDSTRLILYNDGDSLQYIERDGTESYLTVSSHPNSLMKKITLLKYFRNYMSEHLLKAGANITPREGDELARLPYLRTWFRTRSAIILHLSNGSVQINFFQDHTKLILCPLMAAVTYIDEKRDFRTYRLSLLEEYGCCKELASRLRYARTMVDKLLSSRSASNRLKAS
# EPAC1 ag – agonists of human EPAC1 | Potency, µM (highest dose often 154 µM), for inactives: at the highest dose activation, most hits filed as activators | O95398 | EPAC1 agonist qHTS, biochemical assay; response scale: 100% = response to 6.5 mM cAMP | AID 720707 | 360,000 compounds, 0.073% hits; note: potency is the fitted concentration of half-maximal effect; nearly all actives have a fitted effect of over 60% in size
#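 Read-out is the fluorescence drop as BODIPY-GDP leaves Rap1B (480 nm excitation, 540 nm emission), recorded every 5 minutes over 30 minutes. Reactions held 100 nM EPAC1, 250 nM Rap1B–BODIPY-GDP and 50 uM GDP, with 6.5 mM cAMP setting full activation.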
# PI5P4K alpha inh – blocks human PI5P4K alpha kinase activity; P48426; PI5P4Kalpha enzyme, ADP-Glo luminescence, 60 min; active compounds read low; max response, %; 330,000 compounds, 1.2% hits; active = max response of -50% or lower; inconclusive = between -30% and -50%; inactive = -30% or higher; note: value at the top dose of about 77 µM; % is set by controls: 0 for no effect and ±100 for the full control effect
# Target sequence (P48426 whole entry, looked up): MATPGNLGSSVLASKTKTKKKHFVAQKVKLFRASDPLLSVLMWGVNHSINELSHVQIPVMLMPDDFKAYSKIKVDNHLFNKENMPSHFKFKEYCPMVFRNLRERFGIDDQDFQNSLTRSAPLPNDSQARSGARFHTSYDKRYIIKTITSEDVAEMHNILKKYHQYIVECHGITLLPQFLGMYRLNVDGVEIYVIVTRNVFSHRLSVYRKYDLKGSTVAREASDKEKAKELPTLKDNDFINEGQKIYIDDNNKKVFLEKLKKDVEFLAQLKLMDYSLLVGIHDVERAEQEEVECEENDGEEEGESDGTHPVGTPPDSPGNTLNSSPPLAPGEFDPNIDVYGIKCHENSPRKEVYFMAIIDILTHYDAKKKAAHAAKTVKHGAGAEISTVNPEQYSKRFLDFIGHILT
#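 Compounds were pin-transferred onto PI5P4Kalpha and substrate in HEPES pH 7.4 buffer with EGTA, CHAPS and 5% DMSO. ATP (5 microM final) started the reaction, which ran 60 minutes at room temperature before ADP-Glo detection.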
# EPAC1 antag – antagonists of human EPAC1; O95398; EPAC1 GEF assay, Rap1b-BODIPY-GDP exchange fluorescence; Potency, µM (top dose mostly 115 µM), for inactives: at the highest dose activity change, negative = inhibition, usual class: inhibitors; 360,000 compounds, 0.14% hits; AID 720709;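 note: potency is the fitted concentration of half-maximal effect; plate controls were vehicle for no effect and positive control for full effect; nearly all actives have a fitted effect of over 50% in size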
# IL-2 act – IL-2 activation | 360,000 compounds, 0.065% hits | IL-2 activation reporter assay, cell-based qHTS; stimulated with anti-CD3/CD4/CD28 beads; in transgenic mouse T cells | activation, % (series mostly up to about 46 µM) | AID 652025; in the data active = activation above about 50%; inconclusive = mostly about 30% to 49%; note: 0% is about no effect
#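 Unstimulated transgenic mouse T cells preincubated 60 min with compound, then stimulated with anti-CD3/anti-CD4-coated beads plus anti-CD28 for 18 h at 37 degrees C. IL-2 response read as EGFP and DsRed fluorescence by plate cytometry.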
# Abeta yeast res – compounds reversing amyloid beta toxicity in yeast; yeast expressing A-beta42, growth rescue, OD600, 48 h; response scale: 0% DMSO, 100% iron-clioquinol control; Potency, µM (top dose mostly 46.1 µM), without a hit: at the top dose growth rescue, most hits filed as activators; 410,000 compounds, 0.063% hits; AID 1347071; note: potency is the fitted concentration of half-maximal effect; nearly all actives have a fitted effect of over 55% in size
#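 Yeast growth medium received pinned compounds, then yeast cells expressing toxic A-beta were added; plates incubated at 30 C for 48 hr. Growth read as absorbance at 600 nm, normalized to DMSO and equimolar FeCl3 plus clioquinol controls.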
# * hit, by the source's call; ? = inconclusive; nt = no result given; & = joins results of further samples; [ ] = dose if it differs, or a comment. Unless noted, calls come from the whole dose curve; as a rule, active = well fitted curve in the direction sought with a large enough effect; inconclusive = small, poorly fitted or top-dose-only effect, or another doubt; inactive = no such curve, though single readings can be large; an effect the other way counts as inactive or inconclusive.
mol	PI5P4K alpha inh	WRN inhibitor	PLK1 PBD inh	aSyn rescue	EPAC1 ag	IL-2 act	Abeta yeast res	EPAC1 antag	FUS suppressor
O=C(Nc1cccnc1)Nc1ccccn1	0	-2%	-11%	-5%	3%	-1.3	-3%	-4%	24%
O=C(O)c1ccccc1NC(=S)NC(NC(=O)c1ccccc1[N+](=O)[O-])C(Cl)(Cl)Cl (stereo unspecified)	nt	-1%	27µM*	-11%	2%	-1.5	10%	14%	41%
CC(C)c1ccc(S(=O)(=O)/N=C2\C=C(NS(=O)(=O)c3ccccc3)C(=O)c3ccccc32)cc1	-68*	?	24µM*	5%	18%	-0.3	?	-29%	28%
O=C(CN1CCN(Cc2ccc(Cl)cc2)CC1)N/N=C/c1ccncc1	6	-20%	-9%	6%	4%	0.1	8%	-13%	nt
CCC1C(c2ccccc2)N(C)C(c2ccccc2)CC1(O)c1ccccc1 (stereo unspecified)	19	-8%	4%	13%	2%	-4.2	7%	-25%	6%
OC1(c2ccc(OC(F)F)cc2)CSC(=Nc2cccnc2)N1C1CC1 (stereo unspecified)	3	-3%	-7%	2%	6%	-0.9	-8%	-1%	-8%
CC(=O)N/C(=C\c1ccccc1)C(=O)OCC(=O)NC(=O)c1ccccc1	-6	-8%	-16%	-2%	6%	-2.1	-4%	3%	10%
CNc1ccccc1C(C)(C)c1cc(-c2ccc(F)cc2)no1	0	-31%	-10%	-8%	7%	0.0	9%	-19%	nt
Cc1onc(-c2ccccc2Cl)c1C(=O)N(Cc1ccc(N(C)C)cc1)C(C)C	11	-5%	-4%	3%	6%	-0.9	8%	-20%	18%
COCCN1CC(CNC(=O)c2cc(COc3ccc(C)c(C)c3)on2)CC1=O (stereo unspecified)	-7	2%	-18%	-1%	4%	-1.2	-14%	1%	9%
Cc1ccc(-n2ncc3c2CC(C)(C)CC3NC(=O)c2ccncc2)cc1 (stereo unspecified)	3	-16%	-7%	0%	1%	-0.6	-5%	3%	22%
CCC(C)Nc1cc(C)c(C#N)c2nc3ccccc3n12 (stereo unspecified)	-2	-16%	5%	-1%	7%	0.9	-1%	-2%	19%
Cc1ccc(C2(c3ccccc3)NC(=O)N(CC(=O)N3CC(=O)Nc4ccccc43)C2=O)cc1C (stereo unspecified)	-2	-12%	0%	-1%	12%	2.4	10%	2%	?
CC(C)(C)NC(=O)C(C1CC1)n1c(=O)c(-c2ccccc2)nc2ccccc21 (stereo unspecified)	4	3%	-13%	0%	25%	-0.5	-3%	-17%	12%
Cc1ccc(SCC(=O)NCCC2=CCCCC2)cc1	2	-9%	-10%	8%	8%	-1.8	5%	6%	25%
COc1ccc(-c2oc3c(c2C#CC2(O)CCCCC2)C(OC)CCC3)cc1 (stereo unspecified)	16	-8%	-7%	12%	11%	-0.4	6%	5%	36%
Cc1coc2c1c(C)cc1oc(=O)c(CC(=O)NCC(=O)O)c(C)c12	2	-5%[57.1 µM]	-9%	-11%	13%	0.7	-40%[inhibitor]	1%	-15%
CC(=O)Nc1ccc(NC(=O)CSC2=NS(=O)(=O)c3cc(F)ccc3N2)cc1	-3	-9%	-10%	-3%	11%	1.0	1%	-21%	33%
Clc1nc2ccccc2cc1-c1nnn(-c2ccccc2Br)n1	4	-1%	?	-9%	-13%	-1.4	-2%	-8%	15%
O=C(O)COn1c(-c2ccccc2)nc2ccc([N+](=O)[O-])cc21	?	-13%[11.6 µM]	?	-1%	-7%	-2.4	12%	-13%	21%

# Four compounds from above, ordered by the number in IL-2 act, ascending:
SMILES | IL-2 act
CC(C)(C)NC(=O)C(C1CC1)n1c(=O)c(-c2ccccc2)nc2ccccc21 (stereo unspecified) | -0.5
COc1ccc(-c2oc3c(c2C#CC2(O)CCCCC2)C(OC)CCC3)cc1 (stereo unspecified) | -0.4
CC(C)c1ccc(S(=O)(=O)/N=C2\C=C(NS(=O)(=O)c3ccccc3)C(=O)c3ccccc32)cc1 | -0.3
CC(=O)Nc1ccc(NC(=O)CSC2=NS(=O)(=O)c3cc(F)ccc3N2)cc1 | 1.0

# Continued.
mol	PI5P4K alpha inh	WRN inhibitor	PLK1 PBD inh	aSyn rescue	EPAC1 ag	IL-2 act	Abeta yeast res	EPAC1 antag	FUS suppressor
COC(=O)c1ccccc1NC(=O)c1cccs1	2	-5%	-5%	-1%	-5%	-1.1	-26%	-1%	12%
Cn1c(=O)c2[nH]c(CN(Cc3ccccc3)Cc3ccccc3)nc2n(C)c1=O	-6	0%	1%	0%	-9%	-0.2	-5%	3%	nt
Cc1cccc(OCCSc2nc3ccccc3n2CCC(=O)O)c1	-8	1%	-7%	-6%	-12%	1.4	-10%	7%	-20%
Cc1nc(SCC(=O)Nc2cccc(S(=O)(=O)N3CCOCC3)c2)nc(C)c1C	2	9%	-19%	-4%	4%	-0.1	2%	-24%	8%
O=C(NC(=S)N1CCCCC1c1cccnc1)c1ccc(Br)cc1 (stereo unspecified)	0	-10%	?	1%	8%	0.1	3%	-25%	-2%
O=C(Nc1cc2c3c(c1)CC(=O)N3CCC2)c1ccc(Cl)cc1	-5	-5%	-7%	16%	-1%	-0.4	-22%	20%	12%
C/C(=N/NS(=O)(=O)c1ccc(F)cc1)c1ccncc1	3	-16%	?	-2%	5%	0.0	4%	-5%	16%
O=C(NCC1CCCO1)c1cccc(S(=O)(=O)Nc2ccc(F)cc2)c1 (stereo unspecified)	0	5%	-9%	3%[1.84 µM]	-6%	-0.3	11%	15%	14%
O=C(Nc1cccnc1)c1cc2c(s1)-c1ccccc1OC2	2	-6%	1%	-18%	-4%	-0.7	-15%	-27%	5%
COc1ccc(C(NC(=O)c2ccc(-c3ccccc3)cc2)c2ccccc2)cc1 (stereo unspecified)	2	-20%	-3%	12%	-7%	-4.5	5%	8%	nt
COc1ccccc1CNC(=O)C1CCCN1S(=O)(=O)c1cccc2cccnc12 (stereo unspecified)	-4	6%	-3%	0%	-12%	-1.7	2%	-2%	43%
COc1ccc(Cl)cc1-c1nc(SCC(=O)NC2CCCC2)n[nH]1	2	2%	-7%	-9%	2%	-0.1	1%	7%	nt
CC1CCN(S(=O)(=O)c2ccc3c4c2CC(=O)N4CC(C)S3)CC1 (stereo unspecified)	-2	-2%	-8%	-4%	8%	-0.6	12%	-17%	-8%
COc1ccc(OC)c(S(=O)(=O)N2CCN(c3c(C)cccc3C)CC2)c1	7	-8%	0%	5%	-6%	-2.0	12%	-13%	?
CCN(CC(=O)Nc1ccc(NC(C)=O)cc1)C(=O)C1CC(=O)N(c2ccc3c(c2)OCCO3)C1 (stereo unspecified)	3	-6%	-6%	1%	9%	0.9	4%	-10%	-11%
O=C(N/N=C/c1ccc[nH]1)c1ccc2c(c1)OCO2	-7	-4%	-3%	1%	-5%	1.8	-6%	-6%	-9%
O=C(NC(=O)c1ccccc1F)Nc1nc(-c2cccs2)cc(C(F)(F)F)n1	-11	1%	-2%	0%	-17%	-4.6	-12%	-7%	1%
O=C(CCOc1ccccc1)Nc1ccccc1[N+](=O)[O-]	1	0%	-7%	7%	-2%	1.1	4%	-4%	10%
CCOC(=O)c1ccc(NC(=O)C(=O)NCc2ccccn2)cc1	2	9%	-14%	-14%	-1%	-3.1	-34%	-6%	25%
CC(C)c1ccc(-c2c(C#N)c(N)nc(SCC(=O)N3CCCCCC3)c2C#N)cc1	0	2%	-14%	-5%	1%	-1.8	20%	17%	-3%

# Laid out differently: results already given
# The line under a structure holds: PI5P4K alpha inh	WRN inhibitor	PLK1 PBD inh	aSyn rescue	EPAC1 ag	IL-2 act	Abeta yeast res	EPAC1 antag	FUS suppressor
- O=C(Nc1cc2c3c(c1)CC(=O)N3CCC2)c1ccc(Cl)cc1
→ -5	-5%	-7%	16%	-1%	-0.4	-22%	20%	12%
- C/C(=N/NS(=O)(=O)c1ccc(F)cc1)c1ccncc1
→ 3	-16%	?	-2%	5%	0.0	4%	-5%	16%
- O=C(NCC1CCCO1)c1cccc(S(=O)(=O)Nc2ccc(F)cc2)c1 (stereo unspecified)
→ 0	5%	-9%	3%[1.84 µM]	-6%	-0.3	11%	15%	14%
- O=C(Nc1cccnc1)c1cc2c(s1)-c1ccccc1OC2
→ 2	-6%	1%	-18%	-4%	-0.7	-15%	-27%	5%

# (listing goes on)
mol	PI5P4K alpha inh	WRN inhibitor	PLK1 PBD inh	aSyn rescue	EPAC1 ag	IL-2 act	Abeta yeast res	EPAC1 antag	FUS suppressor
COc1ccc(N2CCN(C(CNS(=O)(=O)c3ccccc3)c3ccccc3)CC2)cc1 (stereo unspecified)	1	-4%[57.1 µM]	-6%	5%	16%	-1.1	13%	-1%	19%
O=C(O)c1cc(-c2ccccc2)n(-c2ccc(F)cc2)n1	-10	-7%	-4%	1%	1%	0.3	-2%	-15%	14%
O=C(CSc1nnc(-c2cnccn2)n1Cc1ccco1)c1ccc(Cl)cc1	nt	?	-15%	2%	-2%	-2.7	4%	?	48%
Cc1cc2oc(=O)cc(CN3CCN(c4ccc(Cl)c(Cl)c4)CC3)c2cc1Cl	-3	7%	-15%	0%	10%	-0.3	-24%	-12%	-20%
COc1cccc(CNC(=O)[C@H](C)NC(=O)C2CCN(S(=O)(=O)c3ccccc3)CC2)c1	-4	1%	27µM*	4%	5%	-0.6	22%	-6%	0%
COc1cc(-c2noc(C)c2C(=O)NCc2ccc3c(c2)OCO3)cc(OC)c1OC	-2	-2%	0%	0%	-16%	-1.3	-2%	-3%	-23%
Cc1cc(/C=c2/sc3nc4ccccc4n3c2=O)c(C)n1-c1ccccn1	nt	-5%	-8%&-12%	-2%	-5%	3.3	-5%	1%	38%
COc1ccc(NS(=O)(=O)c2ccc(C)c(C(=O)N3CCCCCCC3)c2)cc1	2	-4%	-4%	-4%	-5%	-2.6	7%	-6%	19%

# Screens: PubChem BioAssay, National Center for Advancing Translational Sciences (NCATS)
